High-throughput results: PubChem, National Center for Advancing Translational Sciences (NCATS)
TRPV1 agonist: HTS Assay for Compounds that Act as Agonists of the Vanilloid Receptor 1; hit rate 0.19% among 320,000; TRPV1-expressing cells, Fluo-8 calcium influx, agonist mode; AID 540275, 2011; activation, % at 8.33 µM; Transient receptor potential cation channel subfamily V member 1 (Homo sapiens), Q8NER1; in the data active means activation above about 80%; inconclusive means between about 30% and that limit; further: 0% is about no effect
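Cells expressing TRPV1 were dye-loaded with Fluo-8 and read kinetically: 10 s baseline, 3 min after compound (agonist portion), then 2 min after EC20 capsaicin (allosteric enhancer portion). Calcium-bound dye fluorescence at 480/520 nm.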
TCR act: Activators of T cell receptors: qHTS campaign; Potency, µM (top dose mostly 9.22 µM), for the others: top-dose activation of IL-2 secretion, actives largely listed as activators; 330,000 tested, under 10 active; AID 504894, 2011; primary human leukocytes, anti-CD3, IL-2 HTRF, 48 h; further: % of control where 0% means no effect
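IL-2 release read by HTRF sandwich (Eu cryptate donor, d2 acceptor, 665 nm emission) after 48 hr exposure of primary human leukocytes to compound together with anti-CD3 beads in the absence of co-stimulatory signals.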
TSHR antagonist: Antagonists of the Thyroid Stimulating Hormone Receptor: HTS campaign. Thyrotropin receptor (Homo sapiens), P16473. TSHR-expressing cells, TSH-stimulated cAMP HTRF, 2 h; hits give low values. activity change, negative = inhibition, % at 11.5 µM. hit rate 0.2% among 330,000;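 active means activity change below a set negative limit, meaning inhibition stronger than a set level, cut at about -70% in these data; inconclusive means activity change between two set negative limits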; further: on the % scale 0 is the no-effect control and ±100 the full control effect
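Inhibition of cAMP made by TSHR-expressing cells under TSH stimulation (4nM final, EC80; 2 h, 37 deg C) is quantified with a one-step lysis HTRF kit, anti-cAMP cryptate versus cAMP-d2.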
AT treatment: qHTS Assay for Identifying a Potential Treatment of Ataxia-Telangiectasia; […] A-T fibroblasts, KAP-1 phosphorylation AlphaLISA; neocarzinostatin DNA damage 30 min before lysis; Potency, µM (doses to about 57.5 µM), for inactives: at the top dose activation, usual class: activators; hit rate 0.19% among 320,000; AID 485349, 2010; further: potency means the concentration at half of the fitted maximal effect; % of control where 0% means no effect; nearly all actives have a fitted effect of over 45% in size
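hTERT-immortalized A-T patient fibroblasts ([…]), 500 cells/well in OPTI-MEM, 1% FBS, got compounds for 60 min, then NCS for 30 min at 37C. Lysates were then assayed for phospho-KAP-1 by AlphaLISA (anti-pKAP1 donor, anti-KAP1 acceptor beads), 6 hr at 25C.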
KCNH2 3.1 block: qHTS for Inhibitors of KCHN2 3.1: Mutant qHTS; U2OS KCNH2 3.1, thallium flux FluxOr; hits give low values; activity change, % (tested at about 1.8 µM); hit rate 0.95% among 340,000;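 active means maximum activity change below -70%; inconclusive means maximum activity change from -70% to -50%; inactive means maximum activity change above -50%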;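 further: thallium influx rate constant from kinetic fluorescence after stimulation buffer; on the % scale 0 is the no-effect control and ±100 the full control effect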
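FluxOr-based Tl+ influx in U2OS cells transduced with KCNH2 3.1 virus; rate constants normalized to DMSO controls.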
Mito fusion yeast: qHTS Assay for Small Molecule Inhibitors of Mitochondrial Division or Activators of Mitochondrial Fusion; S. cerevisiae fusion-defective mutant growth rescue, CellTiterGlo 48 h; Potency, µM (series often up to 46.1 µM), for inactives: at the top dose growth rescue (activation), hits mostly activators; hit rate 0.23% among 320,000;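 further: potency means the concentration at half of the fitted maximal effect; % of control where 0% means no effect; nearly all actives have a fitted effect of over 45% in size; temperature-sensitive fusion mutants such as fzo1-1 at 37 °C on non-fermentable ethanol glycerol medium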
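Luminescent cell viability in 1536-well qHTS format served as the measure of rescued growth in ts fusion-mutant S. cerevisiae cultured on non-fermentable YPEG for 48 hours at 37C.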
hERG WT inh: qHTS for Inhibitors of KCHN2 3.1: Wildtype qHTS; activity change, % at 1.84 µM; hit rate 0.37% among 340,000; AID 720551, 2013; U2OS, BacMam KCNH2, thallium flux FluxOr; hits give low values;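 active means maximum activity change below -70%; inconclusive means maximum activity change between -70% and -50%; inactive means maximum activity change above -50%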; further: on the % scale 0 is the no-effect control and ±100 the full control effect
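U2OS cells were transduced with wild-type KCNH2 virus (2.03 x 10^8 / mL) for 4 h at room temperature, then cultured overnight at 37 C. Thallium flux was read with FluxOr dye. Rate constants were normalized to DMSO controls.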
USP2a inh: qHTS Assay for Inhibitors of Ubiquitin-specific Protease USP2a Using CHOP2 as the Reporter; USP2 core, Ub-CHOP2 coupled fluorogenic reporter, 485/531; AID 463254, 2010; Potency, µM (series often up to 38.3 µM), without a hit: top-dose activity change, negative = inhibition, most hits filed as inhibitors; hit rate 0.01% among 330,000; Ubiquitin carboxyl-terminal hydrolase 2 (Homo sapiens), O75604;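 further: potency means the concentration at half of the fitted maximal effect; plate controls were DMSO wells for no effect and full inhibition by NEM control for full effect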
Target sequence (O75604 whole entry, looked up): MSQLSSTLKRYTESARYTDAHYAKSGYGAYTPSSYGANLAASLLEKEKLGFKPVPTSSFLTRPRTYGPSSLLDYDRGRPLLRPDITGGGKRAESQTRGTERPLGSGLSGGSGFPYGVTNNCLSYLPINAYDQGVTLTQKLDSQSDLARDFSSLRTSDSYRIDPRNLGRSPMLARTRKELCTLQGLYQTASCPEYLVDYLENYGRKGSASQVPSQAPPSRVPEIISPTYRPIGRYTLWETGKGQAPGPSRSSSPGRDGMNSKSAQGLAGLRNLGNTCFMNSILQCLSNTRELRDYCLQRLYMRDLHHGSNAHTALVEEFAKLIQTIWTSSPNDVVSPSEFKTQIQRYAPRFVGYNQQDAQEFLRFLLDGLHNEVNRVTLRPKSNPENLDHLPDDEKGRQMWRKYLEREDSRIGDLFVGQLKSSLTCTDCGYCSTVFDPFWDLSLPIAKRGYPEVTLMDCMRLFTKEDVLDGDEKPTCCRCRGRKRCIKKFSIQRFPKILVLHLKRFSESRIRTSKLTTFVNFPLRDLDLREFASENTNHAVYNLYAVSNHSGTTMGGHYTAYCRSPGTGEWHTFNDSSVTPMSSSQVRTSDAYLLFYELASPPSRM
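USP2 core (10nM final) preincubated 30min RT with compound in 20mM Tris-HCl pH 8.0, 2mM CaCl2, 2mM beta-mercaptoethanol, 0.05% CHAPS; 25nM Ub-CHOP2 plus 25nM reporter substrate added, fluorescence (Ex485/Em531) read after 60min.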
ELG1 repair inh: qHTS screen for small molecules that inhibit ELG1-dependent DNA repair in human embryonic kidney (HEK293T) cells expressing luciferase-tagged ELG1; AID 504467, 2011; HEK293T ELG1-luciferase reporter, luminescence, 16 h; DNA damage induced by 5-fluorouridine; Potency, µM (series often up to 46.1 µM), for the others: at the top dose activity change, negative = inhibition, most hits filed as inhibitors; hit rate 2.3% among 330,000; further: potency means the concentration at half of the fitted maximal effect; on the % scale 0 is the no-effect control and ±100 the full control effect; nearly all actives have a fitted effect of over 55% in size
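DMSO vehicle served as the neutral condition. Each well held 2,000 cells given 5-fluorouridine plus compound; after 16 hr at 37 °C/5% CO2, ONE-Glo was added and luciferase measured 30 min later.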
Eya2 phos inh: qHTS Assay for Inhibitors of the Phosphatase Activity of Eya2 | recombinant Eya2, OMFP fluorescence dephosphorylation (OMFP is methylfluorescein phosphate) | Potency, µM (doses to about 76.9 µM), for the others: at the highest dose activity, negative = inhibition, most hits filed as inhibitors | hit rate 0.006% among 330,000; further: potency means the concentration at half of the fitted maximal effect; on the % scale 0 is the no-effect control and ±100 the full control effect
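Eya2 protein (added as 0.2 uM solution) was preincubated with compound for 10 min at ambient temperature in 50 mM HEPES pH 7.5, 50 mM NaCl, 5 uM MgCl2, 0.05% BSA, 1 mM DTT. OMFP (added at 50 uM) then reacted 10 min; fluorescence read at 485/525 nm.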
Numbers without * were called inactive; i = inactive; ? = inconclusive; nt = not tested or not shown; [ ] = another dose, or the depositor's remark. Unless noted, the call rests on the fitted dose curve; in most records, active means well fitted curve in the direction sought with a large enough effect; inconclusive means small, poorly fitted or top-dose-only effect, or another doubt; inactive means no such curve, though single readings can be large; an effect the other way counts as inactive or inconclusive.

Values in the order – KCNH2 3.1 block, hERG WT inh, TCR act, TSHR antagonist, ELG1 repair inh, Eya2 phos inh, TRPV1 agonist, AT treatment, Mito fusion yeast, USP2a inh
1: CS(=O)(=O)N(CC(=O)N1CCCCC1)c1sc2c(c1C#N)CCCC2
    -14, -3, 2%, -5, -18%, 3%, -1, 5%, 5%, -1%
2: CC(=O)c1cccc(N2C(=NC(=O)COc3ccccc3)SC3CS(=O)(=O)CC32)c1 (stereo not drawn)
    -2, 0, -2%, 21, 10%, 8%, -3, 4%, -6%, 3%
3: CCC(=O)Nc1cccc(-n2nnnc2SCC(=O)N(C(C)C)C(C)C)c1
    12, 4, -9%, -2, ?, -3%, 3, 0%[11.5 µM], 8%, 3%
4: CCc1nnc(NC(=O)C2=CCN(S(=O)(=O)c3ccccc3)CC2)s1
    -3, 0, 0%, -9, 7%, -17%, 1, -3%, -4%, 2%
5: O=C(N/C(=C/c1cn(-c2ccccc2)nc1-c1ccccc1)C(=O)N1CCOCC1)c1ccccc1
    nt, nt, 0%[46.1 µM], 2, 1%, -10%, 5, -2%, 0%, -1%
6: CC(C)COc1cccc(-c2cc(C(=O)Nc3ccon3)c3ccccc3n2)c1
    -28, 11, 0%, -119*, ?, 14%, 0, 4%, 8%, -14%
7: Cc1c(O)ccc2c(CC(=O)N[C@@H](Cc3c[nH]c4ccccc34)C(=O)O)cc(=O)oc12
    10, 2, -4%, -4, 6%, 3%, 0, -1%, -3%, 1%
8: Cc1c(Br)c([N+](=O)[O-])nn1C(C)C(=O)NCc1cccs1 (stereo not drawn)
    -1, 13, 1%, -3, 4%, 12%, -2, 3%, 1%, 1%
9: COc1ccc(CN(C(=O)c2snc(C(N)=O)c2N)C(C(=O)NC(C)(C)C)c2ccco2)cc1 (stereo not drawn)
    1, 3, 6%, 19, 3%, 1%, 6, -3%, 0%, -1%
10: COc1ccc(S(=O)(=O)N2CCCCC2)cc1NC(=O)CCNC(=O)c1ccco1
    22, 12, -6%, 11, 3%, -5%, 3, -6%, -3%, 0%
11: COC(=O)C(C)(C)ONC(=O)Nc1ccccc1[N+](=O)[O-]
    6, -13, -5%, -1, -2%, -4%, 1, -1%, 2%, 2%
12: COc1ccc(NC(=O)c2ccc[n+]([O-])c2)cc1
    -6, -8, 0%, 1, 7%, -2%, -2, 1%, 0%, -1%
13: COc1ccccc1NC(=O)CNC(c1ccccc1)c1ccccc1
    5, 10, -3%, 2, 8%, -25%, ?, 8%, ?, -8%
14: COc1ccccc1NS(=O)(=O)c1cc(-c2cnc(C3CC3)o2)ccc1C
    11, 19, 10%, -35, ?, -2%, 13, 16%, -1%, 0%
15: O=C(O)C(c1ccccc1)N1C(=O)/C(=C\c2ccc(-c3cccc(Cl)c3)o2)SC1=S (stereo not drawn)
    -9, -5, 0%, -10, -4%, -17%, 4, -8%, 4%, 6%
16: CCCNC(=O)C(CC)NS(=O)(=O)c1ccc(OC)cc1 (stereo not drawn)
    5, 2, 1%, -2, 0%, -1%, 0, -1%, 0%, -1%
17: CSc1ccccc1NC(=O)CN(Cc1ccccc1)S(C)(=O)=O
    6, -5, 3%, 4, 4%, -26%, 14, 0%, -5%, 3%
18: CN1CCCC1CCNC1C2CC3CC(C2)CC1C3 (stereo not drawn)
    -1, 25, nt, 0, 8%, 4%, -1, -6%, -1%, 3%
19: C/C(=N/NC(=O)CNC(=O)c1ccncc1)c1ccco1
    0, -9, 8%, 0, -8%, -6%, -1, -14%, 4%, 2%
20: CC(C)COC(=O)N1CC(O)CC1C(=O)O (stereo not drawn)
    7, -1, -3%, 0, 8%, 7%, 1, 4%, 2%, 1%
21: Cc1cc2c(NC(=O)Nc3ccc(C(C)(C)C)cc3)cccc2nn1
    6, -2, -1%, -5, 15µM*, -6%, 114*, 1%, 1%, -9%
22: O=C(Nc1ccc(NC(=O)c2ccco2)c(Cl)c1)c1ccccc1
    4, -21, -9%, -13, 4%, 7%, -2, 7%, -2%, -1%
23: CCSc1nnc(NC(=O)CSc2nnc(Cc3cccn3C)n2-c2ccc(F)cc2)s1
    11, -7, -5%, -3, -6%, 17%, -2, -4%, 1%, -1%
24: NS(=O)(=O)c1ccc(NC(=O)COC(=O)Cc2c[nH]c3ccccc23)cc1
    -6, -2, 3%, -5, 0%, -3%, nt, 8%, nt, 2%
25: O=C(COc1ccc([N+](=O)[O-])cc1)Nc1ccc(N2CCN(C(=O)c3ccco3)CC2)cc1
    -7, 20, 3%, 38, 26%, 10%, 4, 20%, 8%, 0%
26: Cc1nnsc1-c1nnc(SCC(=O)c2ccc(F)cc2)n1C1CC1
    11, -1, -7%, -4, ?, -8%, 14, -2%, 2%, 1%
27: O=C(c1ccco1)N1CCN(C(=S)Nc2ccccc2Cl)CC1
    11, -5, 3%, 7, ?, -16%, 3, 9%, -4%, 0%
28: O=C(c1ccccc1)N1CCCCC(S(=O)(=O)c2ccc3ccccc3c2)C1=O (stereo not drawn)
    -1, -7, nt, -8, 0%, -4%, -3, 5%, 2%, 2%
29: COCCn1c(=S)[nH]c2cc(C(=O)NCC3CCCO3)ccc2c1=O (stereo not drawn)
    0, -42, -3%, 5, -4%, 15%, -1, -7%, -6%, -1%
30: COc1ccc([C@]23Cc4ccccc4C(O2)C2=C(CC(C)(C)CC2=O)O3)cc1
    nt, nt, nt, nt, nt, 6%[15.4 µM], i, 0%[11.5 µM], 2%[9.22 µM], 0%[7.66 µM]
31: CN(c1ccc(C(=O)N2CCCCC2)cc1)S(C)(=O)=O
    9, 13, 3%, 15, -3%, -23%, 1, 1%, -2%, 4%
32: Cc1cc(NC(=O)c2c([N+](=O)[O-])cnn2C)no1
    -1, -4, -6%, 0, 0%, 5%, -1, 28%, -7%, 0%
33: Cc1cc(SCC(=O)c2ccccc2)n2ncc(-c3ccccc3)c2n1
    14, 7, 0%, 8, ?, 12%, -1, -5%, 16%, -5%
34: COc1cc(Nc2ccccc2Cl)c([N+](=O)[O-])nc1[N+](=O)[O-]
    1, 8, -8%, -8, 5%, 25%, -1, -4%, 9%, 9%
35: CCc1ccc2[nH]c(=O)c(CN(CCN3CCOCC3)C(=O)Nc3ccccc3F)cc2c1
    -11, -4, -3%, -14, ?, 0%, 6, 9%, -4%, 1%

Six entries from above, screen by screen.
[1] CS(=O)(=O)N(CC(=O)N1CCCCC1)c1sc2c(c1C#N)CCCC2
[2] CC(=O)c1cccc(N2C(=NC(=O)COc3ccccc3)SC3CS(=O)(=O)CC32)c1 (stereo not drawn)
[3] CCC(=O)Nc1cccc(-n2nnnc2SCC(=O)N(C(C)C)C(C)C)c1
[4] CCc1nnc(NC(=O)C2=CCN(S(=O)(=O)c3ccccc3)CC2)s1
[5] O=C(N/C(=C/c1cn(-c2ccccc2)nc1-c1ccccc1)C(=O)N1CCOCC1)c1ccccc1
[6] CC(C)COc1cccc(-c2cc(C(=O)Nc3ccon3)c3ccccc3n2)c1

| entry no. | 1 | 2 | 3 | 4 | 5 | 6 |
| --- | --- | --- | --- | --- | --- | --- |
| KCNH2 3.1 block | -14 | -2 | 12 | -3 | nt | -28 |
| hERG WT inh | -3 | 0 | 4 | 0 | nt | 11 |
| TCR act | 2% | -2% | -9% | 0% | 0%[46.1 µM] | 0% |
| TSHR antagonist | -5 | 21 | -2 | -9 | 2 | -119* |
| ELG1 repair inh | -18% | 10% | ? | 7% | 1% | ? |
| Eya2 phos inh | 3% | 8% | -3% | -17% | -10% | 14% |
| TRPV1 agonist | -1 | -3 | 3 | 1 | 5 | 0 |
| AT treatment | 5% | 4% | 0%[11.5 µM] | -3% | -2% | 4% |
| Mito fusion yeast | 5% | -6% | 8% | -4% | 0% | 8% |
| USP2a inh | -1% | 3% | 3% | 2% | -1% | -14% |

Not all compounds are listed (hit frequency here may not be typical).
